# NPY-Y1 antag – antagonists of human neuropeptide Y receptor Y1; inhibition, % at 3.6 µM; AID 1040; hit rate 1% among 200,000; P25929; HEK293-CNG Y1 cells, membrane potential fluorescence; NPY at EC95, then isoproterenol;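 active means inhibition above the campaign mean inhibition of all tested compounds plus 3 SD, cut at about 20% in these data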;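 further: 0% = DMSO wells given NPY plus isoproterenol and 100% = isoproterenol alone without NPY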
#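 material = HEK293 cells with Y1 receptor plus CNG channel | also added = NPY 25 nM then isoproterenol 1 µM plus Ro 20-1724 25 µM | schedule = dye 3 h, compound 60 min room temperature, stimulation 45 min | measured by = membrane potential fluorescence | benchmarks = high control isoproterenol alone, low control NPY with isoproterenol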
# zfTRPN1 agonist – agonists of zebrafish TRPN1 channel | HEK293 zebrafish TRPN1-YFP, Fluo-8 calcium fluorescence; 100% = response to 87 µM carbachol | activation, % at 3 µM | hit rate 0.18% among 220,000;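 active means activation above its plate's cutoff, the mean activation of test wells on that plate plus 3 SD, cut at about 19% in these data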;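 further: 0% = DMSO alone and 100% = 87 µM carbachol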
#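 Material: zebrafish TRPN1-YFP in HEK293 cells; Doses: single test compound dose, 3 µM nominal, 0.3% DMSO; Timing: dye loading 1 h at 37 °C, then 30 min room temperature; Technique: intracellular calcium fluorescence with Fluo-8; Benchmarks: high carbachol 87 µM, low DMSO alone.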
# NPY1 pot ag – potentiators or agonists of human neuropeptide Y receptor Y1. hit rate 0.37% among 220,000. activation, % at 3.6 µM. NPY-Y1 expressing cells, potentiator/agonist activation; in the data active means activation above about 33%, passing the limit was not always enough;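 further: cells stimulated with NPY at EC10 then isoproterenol at EC100; 0% = low agonist plus stimulus and 100% = saturating agonist plus stimulus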
# 14-3-3 Bad inh – disrupts binding of bovine 14-3-3 zeta to phospho-Bad peptide; TR-FRET 14-3-3zeta/Dy647-pBad peptide displacement, 1 h; inhibition, % at 21.7 µM; hit rate 0.71% among 220,000; P63103;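 active means inhibition above about 70%, limit read from the data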;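 further: 0% = full 14-3-3 plus peptide FRET controls and 100% = background without 14-3-3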
# Target sequence (P63103 whole entry, looked up): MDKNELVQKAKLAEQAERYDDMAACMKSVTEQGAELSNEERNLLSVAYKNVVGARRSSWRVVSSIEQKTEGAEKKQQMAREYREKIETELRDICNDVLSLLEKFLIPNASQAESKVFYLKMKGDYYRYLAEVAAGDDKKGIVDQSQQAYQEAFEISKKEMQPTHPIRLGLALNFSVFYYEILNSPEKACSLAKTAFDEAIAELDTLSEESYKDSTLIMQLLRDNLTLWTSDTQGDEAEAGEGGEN
# PPC-1+TRAIL kill – compounds killing PPC-1 cancer cells with TRAIL present (potentiator screen, no TRAIL-free arm). PPC-1 cells + TRAIL, ATPLite viability luminescence. AID 1443. cell killing (% activity), % at 4 µM. hit rate 0.41% among 220,000;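 active means cell killing above 50% in the first pass at 4 µM, then a duplicate retest at 5 µM averaging 50% or more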;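 further: plate controls were cells with TRAIL plus DMSO for no effect and medium-only wells lacking cells for full effect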
# EP2 modulator – modulates human prostaglandin E2 receptor EP2 signaling; P43116; EP2-expressing cells, cAMP HTRF FRET, PGE2 co-stimulation; induction, % at 25 µM; hit rate 0.83% among 260,000; AID 940;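 active means compounds whose cAMP rise, as percent of the full-agonist control response, exceeds 60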;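 further: rat C6 glioma line stably carrying human EP2 under a CMV promoter; the protocol text gives 20 µM as final concentration; 100% = response of wells given 1 µM PGE2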
# CHOP inh – CHOP inhibition in unfolded protein response; CHO-K1 CHOP-promoter luciferase, tunicamycin-induced, 15-18 h; inhibition, % at 10 µM; hit rate 3.8% among 220,000; AID 2732;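 active means compounds that reduced the stress-induced luciferase reporter signal by more than about 70% of percent inhibition, limit read from the data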;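 further: 0% = tunicamycin plus vehicle and 100% = wells without tunicamycin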
# EP2 antag – inhibitors of human EP2 prostaglandin E2 receptor | P43116 | C6 glioma cells expressing human EP2, cAMP TR-FRET; cells stimulated with saturating PGE2 | inhibition, % at 25 µM | hit rate 0.52% among 260,000 | AID 1422;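 active means percent inhibition above 40 after rounding to a whole number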;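 further: rat C6 glioma host cells with rolipram phosphodiesterase inhibitor present; the protocol text gives 20 µM as final concentration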
# TRPML3 ag – agonists of human TRPML3 channel; Q8TDD5; HEK293 TRPML3-YFP, Fluo-8 calcium fluorescence; 100% = the carbachol control signal; activation, % at 3 µM; hit rate 0.29% among 220,000;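 active means activation above its plate's cutoff, the mean activation of the plate's test wells plus 3 SD, cut at about 12% in these data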;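 further: 0% = DMSO only wells and 100% = carbachol wells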
# Target sequence (Q8TDD5 whole entry, looked up): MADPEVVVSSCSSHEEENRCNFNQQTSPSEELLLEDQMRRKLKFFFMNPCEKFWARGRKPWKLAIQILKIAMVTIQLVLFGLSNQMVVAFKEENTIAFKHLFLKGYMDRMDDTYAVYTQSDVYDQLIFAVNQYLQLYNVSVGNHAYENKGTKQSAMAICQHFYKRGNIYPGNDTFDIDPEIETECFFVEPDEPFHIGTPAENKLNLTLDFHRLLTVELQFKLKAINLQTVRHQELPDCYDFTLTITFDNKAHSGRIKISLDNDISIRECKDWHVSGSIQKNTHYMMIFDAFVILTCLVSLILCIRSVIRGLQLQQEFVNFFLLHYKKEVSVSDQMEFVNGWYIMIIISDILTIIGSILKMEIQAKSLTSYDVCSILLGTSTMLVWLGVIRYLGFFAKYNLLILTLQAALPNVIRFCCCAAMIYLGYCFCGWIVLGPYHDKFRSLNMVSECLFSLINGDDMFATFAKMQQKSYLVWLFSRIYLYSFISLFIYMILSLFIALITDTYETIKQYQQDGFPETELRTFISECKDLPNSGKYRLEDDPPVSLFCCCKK
#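 system = HEK293 cells stably carrying human TRPML3-YFP | doses = one concentration, 3 µM nominal, 0.3% DMSO | timing = dye loading 1 h 37 °C then 30 min ambient, 125 s read | detection = Fluo-8 calcium dye fluorescence, ex 470-495, em 515-575 nm | benchmarks = high control carbachol 87 µM, low control DMSO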
# An asterisk follows results filed as active; x = no result given; & = joins results of further samples; [ ] = remark or other dose. This is a subset. The share of hits here may be higher or lower than overall.
# Results follow in this order: zfTRPN1 agonist	NPY1 pot ag	EP2 antag	NPY-Y1 antag	14-3-3 Bad inh	CHOP inh	TRPML3 ag	EP2 modulator	PPC-1+TRAIL kill
COc1n[nH]c(C(=O)NCc2ccccc2)c1[N+](=O)[O-]
 : -1.0	20	5	2	-6	6	0.3	12	23
O=c1ccn(-c2cccc(C(F)(F)F)c2)nc1-c1ccn(-c2cccc(Cl)c2)n1
 : -0.8	-18	13	7	-5	60	0.4	39	3
CN1CCc2ccccc2C1Cc1ccccc1NC(=O)c1sc2ccccc2c1Cl (centres undefined)
 : -3.1	-26	14	x	56	25	0.8	-1	6
CCOC(=O)N1CCN(c2c(NCCCN3CCCC(C)C3)c(=O)c2=O)CC1 (centres undefined)
 : 1.2	-13	12	-1	7	2	0.9	24	14
Oc1cccc2cnccc12
 : 0.8	10	4	x	-9	25	0.8	-2	12
Cc1ccc2c(c1)[C@@H]1CN(C)CC[C@@H]1N2S(=O)(=O)c1ccc(F)cc1
 : 1.8	-4	17	1	27	22	1.7	-15	-1
Cc1cccc(NC(=O)CN2CCSc3ccccc32)c1
 : -0.4	20	5	2	-13	-9	0.2	-40	8
CC(=O)c1c(C)[nH]c(=S)c(C#N)c1-c1ccc(Cl)cc1
 : 0.4	-16	10	x	-8	-11	0.1	-6	-7
Cc1cc(C)nc(N/N=C/C2=C(N3CCOCC3)C(=C\c3ccc(Cl)cc3)/CC2)n1
 : -1.4	3	5	-1	3	10	0.4	14	16
Cc1nc(CNS(=O)(=O)c2ccccc2F)cs1
 : 0.6	0	10	-1	-11	-5	0.3	31	4

# An excerpt of these results, with tabs.
Structure	zfTRPN1 agonist	NPY1 pot ag	EP2 antag	NPY-Y1 antag	14-3-3 Bad inh	CHOP inh	TRPML3 ag	EP2 modulator	PPC-1+TRAIL kill
CCOC(=O)N1CCN(c2c(NCCCN3CCCC(C)C3)c(=O)c2=O)CC1 (centres undefined)	1.2	-13	12	-1	7	2	0.9	24	14
Oc1cccc2cnccc12	0.8	10	4	x	-9	25	0.8	-2	12
CN1CCc2ccccc2C1Cc1ccccc1NC(=O)c1sc2ccccc2c1Cl (centres undefined)	-3.1	-26	14	x	56	25	0.8	-1	6
Cc1nc(CNS(=O)(=O)c2ccccc2F)cs1	0.6	0	10	-1	-11	-5	0.3	31	4
COc1n[nH]c(C(=O)NCc2ccccc2)c1[N+](=O)[O-]	-1.0	20	5	2	-6	6	0.3	12	23

# Going on with the list.
# Results follow in this order: zfTRPN1 agonist	NPY1 pot ag	EP2 antag	NPY-Y1 antag	14-3-3 Bad inh	CHOP inh	TRPML3 ag	EP2 modulator	PPC-1+TRAIL kill
Cc1cc(C=C2C(=O)c3ccccc3C2=O)c(C)n1C
 : 1.2	-34	5	5	-3	3	-0.2	-15	-21
Cc1ccc(N(CC(O)Cn2nc(C)cc2C)S(=O)(=O)c2ccc3ccccc3c2)cc1 (centres undefined)
 : 0.0	15	8	2	2	35	-0.5	40	0
COc1ccc(N2CC(NC(=O)N3CCc4ccccc43)CC2=O)cc1OC (centres undefined)
 : 0.2	-12	6	-1	1	5	0.9	-2	-14
COC(=O)c1cc(Br)c(=O)n(-c2cccc(F)c2)c1
 : -1.9	12	13	-4	1	11	-0.1	28	24
COc1ccc(NC(=O)CCc2c(C)nc3nc(C)nn3c2C)cc1
 : 0.9	12	9	-4	2	2	-0.3	-7	3
COCc1cc(C)nc2oc(C(=O)c3ccccc3)c(N)c12
 : -0.5	1	8	-7	-5	14	0.7	6	7
NC(=O)C1CCN(C(=O)c2cc(S(=O)(=O)N3CCOCC3)ccc2Cl)CC1
 : -0.7	7	11	-1	-23	3	0.6	-2	-1
N#Cc1ccsc1NC(=O)CCc1ccccc1
 : -0.7	-2	6	2	-5	-13	-0.2	-8	-5
CCn1ncc(CNC(=O)CCCSc2nc(-c3ccco3)cc(C(F)(F)F)n2)c1C
 : 1.4	-32	8&5	6	1	47	-1.1	29&-5	9
COc1cccc(CNn2cnnc2)c1OCc1ccccc1F
 : -0.2	-9	5	-1	-1	-6	0.0	2	13
CCCCNc1nc(-c2ccccc2)nc(-n2ccnc2)n1
 : -0.8	-5	8	-2	4[fluorescence artefact?]	67	0.5	34	17
Cc1ccc(S(=O)(=O)NC2CCOC(C)(C)C2)cc1 (centres undefined)
 : 1.2	-22	9	4	13	17	0.1	14	0
Cc1ccc(S(=O)(=O)Nc2ccccc2CNc2c(C)n(C)n(-c3ccccc3)c2=O)cc1
 : -0.4	-5	9	-4	-21	53	-0.8	27	4
COc1ccc(C(=O)c2oc3nc(C)cc(C)c3c2N)cc1
 : -0.4	5	18	-6	-11	-23	0.3	-6	21
O=C(CN1C(=O)C2CC=CCC2C1=O)Nc1nc2ccccc2s1 (centres undefined)
 : 0.8	-8	2	5	-6	9	1.2	-22	12
CCC1=C(OC(=O)N(CC)CC)N2C(=O)OC(=NCC3CC3)[C@]2(C)[C@H]2C1=CC[C@H]1C(=O)N(CC(=O)OC)C(=O)[C@H]12
 : x	x	14	x	-3	-17	x	3	9
O=C(O)CCCCCn1c(SCC(=O)c2ccc(O)c(O)c2)nc2ccsc2c1=O
 : -1.1	-23	4	2	-1[fluorescence artefact?]	-26	-0.4	10	42
O=C(C1=C[C@@H](C2CC2)C[C@@H](OCc2ccc(CO)cc2)O1)N1CCOCC1
 : 0.9	-1	8	-1	5	9	-0.1	7	-8
CCc1cccc(NC(=O)C2CCCN2S(=O)(=O)c2ccc3c(c2)n(C)c(=O)c(=O)n3C)c1 (centres undefined)
 : -1.0	27	8	x	4	24	-0.2	15	-12
c1csc(-c2noc(CN3CCOCC3)n2)c1
 : 1.5	-11	4	x	-4	3	1.1	7	-1
O=C(N1CCCC1)C12CC3CC(CC(C3)C1)C2
 : -0.4	3	5	-2	1	-6	-0.4	10	-5
Cc1ccc(N(CC(=O)NCc2ccco2)S(=O)(=O)c2ccccc2)cc1
 : -0.8	16	7	-8	1[fluorescence artefact?]	-15	-0.7	16	19
CCOC(=O)c1nc(NCc2ccccc2C)c2ccccc2n1
 : -2.1	-11	0	10	-8	51	-1.4	10	20
Cc1cccnc1NC(=O)c1cc2ccccc2oc1=O
 : -1.1	-2	5	4	-6	90*	0.7	-5	23
COC(=O)c1c(C)[nH]c(C(=O)NCc2ccco2)c1C
 : 0.5	5	7	2	-6	-8	-0.1	1	-1
Cc1cccc(N2C(=O)CSC23CCCCC3)c1
 : 0.1	-3	12	-4	-5	17	0.7	40	2
COc1ccc(C(=O)CSc2nnc(-c3cccnc3)n2Cc2ccco2)cc1
 : 0.6	-19	7	9	18[fluorescence artefact?]	-4	0.6	3	6
Cc1cccc(-c2nc3c(c(=O)c4ccccc4n3C)c(=O)n2-c2ccccc2)c1
 : 0.8	-22	4	x	7	-10	-0.4	-9	-2
COc1ccc(OC)c(NC(=O)C(CC(=O)O)Cc2ccc(Cl)cc2)c1 (centres undefined)
 : -1.3	-18	11	4	-1[fluorescence artefact?]	9	0.2	7	-4
CCOc1ccc(C(=O)OCc2nnc(-c3cccs3)o2)cc1OC
 : 1.3	-11	0	11	-7	9	0.4	-27	36
C=CCn1c(=NC(=O)c2cc(Cl)sc2Cl)sc2cc(S(N)(=O)=O)ccc21
 : -1.6	-2	9	0	8	27	-0.3	27	25
COc1cccc(OC)c1C(=O)O/N=C(\N)c1ccncc1
 : 1.6	-8	6	x	0	0	-0.5	18	2
CCN(CC)CCCNc1nc(-n2nc(C)cc2C)nc2sc3c(c12)CC(C)(C)OC3
 : 0.8	23	6	x	-9	5	0.3	-28	-1
Cn1cc(-c2nnnn2-c2ccc(Cl)cc2)c(C(F)(F)F)n1
 : 1.2	-4	8	1	-18	25	1.2	2	0
COc1cc(/C=C/C(=O)Nc2cc(S(=O)(=O)N3CCOCC3)ccc2N2CCCC2)cc(OC)c1OC
 : -1.4	-1	2	-1	-12	-18	0.5	-24	17
NC(=O)C1CCN(C(=O)c2ccc3nc(N4CCCCC4)sc3c2)CC1
 : -0.7	15	5	x	7	-15	0.4	-23	11
COc1ccc(NC(=O)CC2C(=O)N(C)C(=S)N2Cc2ccc3c(c2)OCO3)cc1 (centres undefined)
 : 0.1	10	1	-3	-4[fluorescence artefact?]	18	1.4	26	28
CCOC(=O)/C(C#N)=C\c1ccc(OCC(=O)Nc2ccc(C)cc2C)c(OC)c1
 : -0.5	10	9	-2	14[fluorescence artefact?]	53	0.6	9	30
Cc1cc(NC(=O)Nc2cccs2)no1
 : 0.4	3	9	-7	-8	-5	0.8	-1	-19
CN1CCNC(=O)C1CC(=O)NCCc1ccccc1F (centres undefined)
 : -0.7	11	6	2	-5	-15	-0.2	30	-9
COc1ccc(CNC(=O)COC(=O)c2cc(-c3ccc(Cl)s3)nc3ccccc23)cc1
 : -0.1	-37	x	4	-10[fluorescence artefact?]	21	0.5	29	45
CCN(CC)C(=O)CSc1nc2ncc(Br)cc2[nH]1
 : 0.5	6	10	3	3[fluorescence artefact?]	16	0.2	8	-14
CCOc1ccc(N2CC(C(=O)OC)CC2=O)cc1 (centres undefined)
 : 0.3	4	11	2	-7	2	0.7	-5	1
Cc1c(NC(=O)C(C)OC(=O)C(NC(=O)c2ccco2)C(C)C)c(=O)n(-c2ccccc2)n1C (centres undefined)
 : -0.7	-25	11	12	-7	29	3.0	21	7
COC(=O)Cc1c(C)nc2nc[nH]n2c1=O
 : 0.8	-7	12	3	-6	15	1.6	11	11
CC(C)N(C(=O)c1ccc(-c2ccccc2F)cc1)C(C)C
 : -1.1	-29	14	x	1	-27	1.5	-16	11
CCn1c(-c2ccc(-c3ccccc3)cc2)c[nH]c1=S
 : -1.8	16	17	3	0	28	-0.9	-24	-21
O=C(NCc1ccc2c(c1)OCO2)c1nnc(Cc2ccc(F)cc2)o1
 : 0.7	-14	8	6	6	26	0.5	18	-6
CC1CN(CC(O)COC(c2ccc(Cl)cc2)c2ccc(Cl)cc2)CC(C)O1 (centres undefined)
 : 0.0	-6	7	14	8	57	1.2	8	9
O=C(NNC(=S)Nc1ccccc1)C1CCCCC1
 : 0.8	5	4	8	-7	-6	0.7	0	18

# From PubChem BioAssay
